GoLoco inh red – qHTS Assay for Inhibitors of RGS12 GoLoco Motif Activity (Red Fluorophore); Guanine nucleotide-binding protein G(i) subunit alpha-1 (Homo sapiens), P63096; Gai1:RGS12 GoLoco peptide FP, rhodamine, 10 min; Potency, µM (highest dose often 61.6 µM), without a hit: top-dose activity, negative = inhibition, usual class: inhibitors; 230,000 compounds, 0.44% hits; AID 880, 2007; active = well fitted inhibition curve with a large enough effect, not every such curve was filed as active; inactive = no such curve, though single readings can be large or run the other way; note: % is set by controls: 0 for no effect and ±100 for the full control effect; nearly all actives have a fitted effect of over 30% in size; many of its hits are not listed in these tables
Target sequence (P63096 whole entry, looked up): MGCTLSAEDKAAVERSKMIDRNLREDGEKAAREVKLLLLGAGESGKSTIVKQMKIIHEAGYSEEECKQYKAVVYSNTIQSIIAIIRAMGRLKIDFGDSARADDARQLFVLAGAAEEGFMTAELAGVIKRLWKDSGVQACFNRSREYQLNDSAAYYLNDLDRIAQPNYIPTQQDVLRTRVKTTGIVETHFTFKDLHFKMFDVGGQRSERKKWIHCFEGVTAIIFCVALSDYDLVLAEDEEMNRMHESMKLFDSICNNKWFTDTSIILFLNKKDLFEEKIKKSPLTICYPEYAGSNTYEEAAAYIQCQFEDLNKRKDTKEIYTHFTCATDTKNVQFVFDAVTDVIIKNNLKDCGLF
TR SRC2 fluor cs – Total Fluorescence Counterscreen for Inhibitors of the Interaction of Thyroid Hormone Receptor and Steroid Receptor Coregulator 2; TRb/SRC2 Texas Red total fluorescence interference; Potency, µM (series often up to 106 µM), without a hit: top-dose fluorescence change, negative = quenching; 280,000 compounds, 0.29% hits; active = well fitted curve in either direction with a large enough effect; inconclusive = small, poorly fitted or top-dose-only effect; note: % is set by controls: 0 for no effect and ±100 for the full control effect
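Flags fluorescent or light-absorbing compounds by total fluorescence, S + 2P, at 555 nm excitation and 632 nm emission. Mixture: 20 nM Texas Red SRC2 peptide, 0.6 uM human TRb LBD, 1 uM T3, 5% DMSO; compound exposure 5 h at ambient temperature.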
TRb-SRC2 inh – qHTS for Inhibitors of the Interaction of Thyroid Hormone Receptor and Steroid Receptor Coregulator 2 | Thyroid hormone receptor beta (Homo sapiens), P10828 | TRbeta-SRC2 peptide binding, fluorescence polarization; receptor liganded with 1 µM T3 | Potency, µM (titrated, usually from 106 µM), for inactives: at the highest dose activity change, negative = inhibition, hits mostly inhibitors | 280,000 compounds, 0.065% hits | AID 1469, 2008;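 note: plate controls were bound peptide for no effect and peptide without receptor for full effect; nearly all actives have a fitted effect of over 50% in size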
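Fluorescence polarization of 20 nM Texas Red SRC2 peptide (20-aa NR interaction domain) bound to 0.6 uM human TRb ligand-binding domain, with 1 uM T3, after 5 hr at ambient temperature; inhibition seen as decreased polarization.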
SMN2 splice up – qHTS Assay for Enhancers of SMN2 Splice Variant Expression | HEK293 SMN2-luciferase splicing reporter, luminescence, 30-36 h | Potency, µM (titrated, usually from 46.1 µM), without a hit: at the top dose activity change, positive = activation, most hits filed as activators | 210,000 compounds, 2.8% hits | AID 1458, 2008; note: % of control where 0% means no effect; nearly all actives have a fitted effect of over 55% in size
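HEK293 cells carry an SMN2 minigene-luciferase reporter in which exon 7 inclusion puts luciferase in frame. Cells were seeded at 2000 cells/well, attached for 10-12 hours, then exposed to compounds for 30-36 hours at 37C before ONE-Glo luminescence.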
LMNA splice mod – qHTS Assay for Modulators of Lamin A Splicing | HeLa LMNA splicing GFP/RFP minigene ratio, 48 h | Potency, µM (doses to about 46.1 µM), without a hit: at the top dose ratio change, negative = inhibition, hits mostly inhibitors | 200,000 compounds, 0.01% hits; active = well fitted inhibition curve with a large enough effect in the signal ratio, with a control signal flat, not every such curve was filed as active; inconclusive = small, poorly fitted or top-dose-only effect, or effect the other way, or a change in a side signal; the % refers to the signal ratio; note: % is set by controls: 0 for no effect and ±100 for the full control effect
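S3 HeLa cells stably expressing lamin A-EGFP splicing minigene plus DsRed2, 600 cells/well, 48 h compound exposure at 37C. Laser-scanning cytometry; analysed as GFP (500-530 nm)/RFP (575-640 nm) total intensity ratio; 0.5% DMSO vehicle.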
ALDH1A1 block – qHTS Assay for Inhibitors of Aldehyde Dehydrogenase 1 (ALDH1A1); Aldehyde dehydrogenase 1A1 (Homo sapiens), P00352; Purified ALDH1A1, NADH fluorescence, propionaldehyde substrate; Potency, µM (top dose mostly 75.3 µM), without a hit: top-dose activity, negative = inhibition, usual class: inhibitors; 220,000 compounds, 7.3% hits; active = well fitted inhibition curve with a large enough effect, not every such curve was filed as active; inconclusive = small, poorly fitted or top-dose-only effect, or another doubt; inactive = no such curve, though single readings can be large or run the other way;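 note: plate controls were no enzyme wells and a reference inhibitor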
RECQ1 inh – qHTS Assay for Inhibitors of RecQ-Like Dna Helicase 1 (RECQ1). 240,000 compounds, 0.54% hits. AID 2549, 2010. RECQ1 DNA unwinding, red fluorescence kinetic read. Potency, µM (top dose mostly 57.3 µM), for inactives: at the top dose activity, negative = inhibition, actives largely listed as inhibitors. ATP-dependent DNA helicase Q1 (Homo sapiens), P46063;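 note: plate controls were vehicle for no effect and no enzyme for full effect; nearly all actives have a fitted effect of over 30% in size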
Target sequence (P46063 whole entry, looked up): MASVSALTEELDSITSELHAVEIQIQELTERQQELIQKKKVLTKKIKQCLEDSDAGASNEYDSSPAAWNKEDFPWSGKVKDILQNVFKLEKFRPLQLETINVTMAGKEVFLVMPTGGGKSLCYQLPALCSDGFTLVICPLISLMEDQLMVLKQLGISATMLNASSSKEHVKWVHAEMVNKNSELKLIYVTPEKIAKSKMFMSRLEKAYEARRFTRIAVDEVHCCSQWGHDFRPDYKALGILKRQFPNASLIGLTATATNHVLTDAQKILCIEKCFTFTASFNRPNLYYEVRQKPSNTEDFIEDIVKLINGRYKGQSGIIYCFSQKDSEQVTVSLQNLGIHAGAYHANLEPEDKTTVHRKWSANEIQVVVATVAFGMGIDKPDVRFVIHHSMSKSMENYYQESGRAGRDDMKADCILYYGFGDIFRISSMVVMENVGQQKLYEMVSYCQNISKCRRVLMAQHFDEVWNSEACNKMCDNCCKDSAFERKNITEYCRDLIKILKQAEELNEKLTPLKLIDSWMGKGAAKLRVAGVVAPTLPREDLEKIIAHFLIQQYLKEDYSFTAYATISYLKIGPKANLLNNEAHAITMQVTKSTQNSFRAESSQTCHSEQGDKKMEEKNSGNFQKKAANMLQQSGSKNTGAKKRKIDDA
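RECQ1T1 50 nM; forked duplex (20 bp + 30-nt ss tails) 200 nM, ATP 2 mM final; pH 8.0, 2 mM MgCl2, 2.5 ug/ml poly(dI-dC); 15 min compound preincubation; discontinuous kinetic read over 2 h at RT.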
JMJD2E inh – qHTS Assay for Inhibitors of Human Jumonji Domain Containing 2E (JMJD2E); Lysine-specific demethylase 4E (Homo sapiens), B2RXH2; JMJD2E catalytic domain, FDH-coupled NADH fluorescence (FDH is formaldehyde dehydrogenase); Potency, µM (series often up to 57.1 µM), for inactives: top-dose activity change, negative = inhibition, most hits filed as inhibitors; 230,000 compounds, 1.6% hits; active = well fitted inhibition curve with a large enough effect, not every such curve was filed as active; inconclusive = small, poorly fitted or top-dose-only effect, or another doubt; inactive = no such curve, though single readings can be large or run the other way;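 note: 0% = wells with enzyme and -100% = buffer wells without enzyme; nearly all actives have a fitted effect of over 50% in size; many of its hits are not listed in these tables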
Numbers without * were called inactive; i = inactive; ? = inconclusive; / = not tested or not shown; [ ] = remark or other dose. Unless noted, calls come from the whole dose curve; as a rule, active = well fitted curve in the direction sought with a large enough effect; inconclusive = small, poorly fitted or top-dose-only effect, or another doubt; inactive = no such curve, though single readings can be large; an effect the other way counts as inactive or inconclusive. Potency is the fitted concentration of half-maximal effect. This is a subset (hit frequency here may not be typical).

SMILES | GoLoco inh red | TR SRC2 fluor cs | TRb-SRC2 inh | SMN2 splice up | LMNA splice mod | ALDH1A1 block | RECQ1 inh | JMJD2E inh
Cc1cc(C(F)(F)F)nc(SCC(=O)NC2=NC(=O)C(C)S2)n1 (stereo not given) | 0% | 1% | -4% | 3% | -7% | ? | -12% | -6%
Cc1nc2ccccc2c2c1CC(C)S2 (stereo not given) | 6% | -1% | -2% | / | / | / | -8% | ?
COc1ccccc1CNc1ncncc1-c1ccccc1Cl | 4% | / | / | / | ? | 4% | -3% | /
CCOC(=O)C1=C(C)OC(N)=C(C#N)C1c1cc(F)ccc1F (stereo not given) | -10% | -1% | -4% | 1% | 0% | 8% | -10% | 5%
CCCCn1c(/C=N/Nc2nc3ccccc3[nH]2)nc2ccccc21 | -3% | -4% | -2% | -79%[inhibitor] | ? | 12% | -14% | ?
COc1ccc(Oc2nc(-c3ccncc3)nc3ccccc23)cc1 | 10% | 1% | 1% | / | / | -7% | -8% | 345%[activator]
NS(=O)(=O)c1ccc(CCNC(=O)Nc2ccc(Cl)c(Cl)c2)cc1 | 2% | -8% | -2% | -49%[inhibitor] | ? | -7% | -10% | 6%
Cc1nn(Cc2c(F)cccc2Cl)c(C)c1[N+](=O)[O-] | 1% | -2% | 2% | -13% | 10%[46 µM] | 3% | -5% | 3%
Cc1ccccc1OCCCSc1nc2ccccc2[nH]1 | / | -3% | 4% | / | ? | 5% | -19% | -9%
Cn1cc([N+](=O)[O-])c(C(=O)Nc2ccc(Br)cn2)n1 | 4% | -1% | 6% | -26% | ? | 2% | 2% | 4%

Structures listed so far containing an aryl methoxy group (2):
SMILES | GoLoco inh red | TR SRC2 fluor cs | TRb-SRC2 inh | SMN2 splice up | LMNA splice mod | ALDH1A1 block | RECQ1 inh | JMJD2E inh
COc1ccccc1CNc1ncncc1-c1ccccc1Cl | 4% | / | / | / | ? | 4% | -3% | /
COc1ccc(Oc2nc(-c3ccncc3)nc3ccccc23)cc1 | 10% | 1% | 1% | / | / | -7% | -8% | 345%[activator]

The listing continues:
SMILES | GoLoco inh red | TR SRC2 fluor cs | TRb-SRC2 inh | SMN2 splice up | LMNA splice mod | ALDH1A1 block | RECQ1 inh | JMJD2E inh
CC(C)(C)n1nnnc1C(c1cccs1)N1CCN(Cc2ccccc2)CC1 (stereo not given) | 12% | 0% | -3% | -3% | 7% | -5% | -13% | -4%
CC1CCc2c(sc(Nc3nc4c(F)cccc4s3)c2C(N)=O)C1 (stereo not given) | 6% | -23% | 6% | -9% | ? | ? | -11% | ?
COCC(C)NC(=O)COc1nncc2ccccc12 (stereo not given) | 7% | -8% | -8% | 3% | / | 2% | -1% | 0%
CC(C)c1onc(C(=O)N2C(C)CCCC2C)c1[N+](=O)[O-] (stereo not given) | 5% | -3% | 7% | -18% | -7% | 3% | 7% | 6%
CC(c1ccco1)N(C(=O)c1ccccc1NS(=O)(=O)c1ccc(Cl)c([N+](=O)[O-])c1)c1ccccn1 (stereo not given) | 5% | 3% | 6% | -11% | -4% | -5% | i | 0%
O=C(Nc1nnc(-c2ccc(Cl)cc2)o1)NC1CCCCC1 | 3% | -2% | 8% | -7% | 1% | 9% | i | 0%
COC(=O)[C@@]1(Cc2ccccc2)[C@H]2c3cc(C(=O)N(C)C)n(CCF)c3C[C@H]2CN1C(=O)c1ccccc1 | 7% | -4% | 0% | -9% | / | 0% | i | -7%
O=[N+]([O-])c1ccccc1-c1ccc(C(=S)N2CCCCC2)o1 | -5% | 1% | 2% | / | / | 22µM* | i | -4%
Cc1nc2ccccc2c(=O)n1NC(=O)c1ccco1 | 5% | -1% | 2% | -5% | -4% | 3% | 7% | -1%
CC1CCN(C(=O)CN2C(=O)c3cccc4cccc(c34)C2=O)CC1 | 1% | 0% | -5% | -3% | 6%[46 µM] | ? | -3% | ?
CCN(CC)CCCN(Cc1cc2cc3c(cc2[nH]c1=O)OCO3)C(=S)Nc1ccc(OC)cc1 | 5% | -9% | -2% | / | 3%[46 µM] | -8% | -1% | ?
CC(=O)Nc1ccc(NS(=O)(=O)c2ccc(Cl)c(C(=O)O)c2)cc1 | 7% | 0% | 5% | 17% | -2% | 9% | -10% | 1%
CCCCCC(=O)C(=O)c1ccc(O)cc1O | 7% | -4% | 0% | / | / | / | 8% | ?
O=C(N1CCOCC1)n1cnc2ccccc21 | 11% | -7% | -9% | -12% | -9% | -3% | 8% | -1%
Clc1cccc(Oc2cnns2)c1Cl | -2% | 1% | 5% | -4% | 1% | ? | 7% | 0%
CCOC(=O)CNC(=O)C1c2ccccc2C(=O)N(c2ccc(OC)cc2)C1c1ccc(OC)cc1 (stereo not given) | 6% | 0% | 4% | 8% | 10% | 28µM* | -2% | -11%
Cc1cc2c3c(c1)C1(SCC(=O)N1c1ccc(F)cc1)C(=O)N3C(C)(C)CC2C (stereo not given) | 4% | -3% | 0% | 1% | -5% | ? | i | 0%
COc1ccc(OC)c(-n2cnc3cc(C(=O)O)ccc32)c1 | 36%[activator] | 17% | -18% | -8% | -2% | 5% | -15% | 1%
Clc1ccc(Cl)c(-c2nn3c(COc4ccccc4)nnc3s2)c1 | 5% | -4% | -1% | -2% | 4% | 3.5µM* | i | -6%
Cc1ccccc1Cc1c(C)nc2c(C(=O)NCc3ccco3)cnn2c1C | 23% | -3% | 1% | -27% | ? | ? | -21% | ?
Cc1ccc2nc(NC(=O)c3cc(-c4ccco4)nc4ccccc34)sc2c1 | 6% | -36% | -9% | -22% | -23% | ? | -11% | ?
COC(=O)C1=CN(CC2CCCO2)C=C(C(=O)OC)C1c1ccsc1 (stereo not given) | 0% | 0% | 2% | 7% | 9% | ? | 4% | ?
O=C(O)c1cccc(-n2nnnc2SCc2ccccn2)c1 | -6% | 0% | 9% | / | -1% | -12% | -2% | 0%
O=C(Cc1ccc(Cl)cc1Cl)NCC1(N2CCOCC2)CCCCC1 | 3% | -1% | 6% | -2% | -6%[46 µM] | -1% | -1% | 10%
O=C(NC1CCCCCC1)C1CCN(S(=O)(=O)c2ccccc2)CC1 | 0% | -3% | 1% | -23% | -1% | 0% | 2% | 4%
Cc1cc(C(=O)Cn2ncc(Cl)c(Cl)c2=O)c(C)n1CC(F)(F)F | 23% | 5% | -9% | ? | ? | ? | -5% | -4%
Cc1cc(C)cc(NC(=O)c2cc(S(=O)(=O)NCc3ccco3)ccc2F)c1 | / | 1% | 2% | / | -2% | 6% | -6% | -7%
CSc1ccccc1C(=O)NCC(c1ccco1)N1CCCCC1 (stereo not given) | 4% | 1% | 9% | 5% | -17%[46 µM] | 10% | -8% | -3%
S=C(NCC(c1cccnc1)N1CCOCC1)NC1CCCCC1 (stereo not given) | 2% | 1% | -4% | / | / | 8% | -3% | 7%
Cc1oc(-c2cccs2)nc1CSCC(=O)NC1CC1 | -7% | -4% | -3% | -7% | 6% | ? | -9% | ?
CCN(CC)S(=O)(=O)c1cccc(C(=O)NC(Cc2c[nH]c3ccccc23)c2nnc3n2CCCCC3)c1 (stereo not given) | 2% | -2% | 1% | 6% | 5% | 6% | -1% | 5%
O=S(=O)([N-]c1nc2ccccc2nc1-[n+]1ccc(Cc2ccccc2)cc1)c1ccc(Br)s1 | 13% | 0% | 4% | / | / | / | ? | -6%
O=C(O)CCC(=O)NCc1ccc(F)cc1 | -3% | 0% | -3% | -17% | 2% | 6% | -9% | -3%
Cc1ccc(-c2nc(C(Cl)Cl)c3ccccc3n2)cc1 | 4% | -1% | 3% | / | / | / | -8% | 1%
O=C(CSc1nncn1-c1ccccc1)NC1CCCc2ccccc21 (stereo not given) | 6% | 6% | -5% | 19% | 0% | 2% | -7% | 2%
COc1ccc(Cc2nc(-c3ccc(Br)cc3)no2)cc1 | 16% | 0% | 2% | -31% | ? | 6% | -16% | -3%
COc1cc(C(C2=C(O)CC(C)(C)CC2=O)C2C(=O)CC(C)(C)CC2=O)cc(OC)c1OC (stereo not given) | -7% | -1% | 6% | -14% | / | ? | -12% | -11%
Cc1ccc2[nH]c(=O)c(CN(CCc3ccccc3)C(=O)N3CCOCC3)cc2c1 | 4% | -6% | 5% | 0% | -2% | -15% | i | -22%
O=S(=O)(c1ccc2ccccc2c1)N1CCN(C2Cc3ccccc3C2)CC1 | -5% | -2% | 0% | -10% | -9% | 28µM* | -2% | ?

An excerpt of these results, with two lines to a compound:
The line under a structure holds: GoLoco inh red | TR SRC2 fluor cs | TRb-SRC2 inh | SMN2 splice up | LMNA splice mod | ALDH1A1 block | RECQ1 inh | JMJD2E inh
Cc1cc(C(F)(F)F)nc(SCC(=O)NC2=NC(=O)C(C)S2)n1 (stereo not given)
 : 0% | 1% | -4% | 3% | -7% | ? | -12% | -6%
O=S(=O)([N-]c1nc2ccccc2nc1-[n+]1ccc(Cc2ccccc2)cc1)c1ccc(Br)s1
 : 13% | 0% | 4% | / | / | / | ? | -6%
Cc1ccc(-c2nc(C(Cl)Cl)c3ccccc3n2)cc1
 : 4% | -1% | 3% | / | / | / | -8% | 1%
CCOC(=O)CNC(=O)C1c2ccccc2C(=O)N(c2ccc(OC)cc2)C1c1ccc(OC)cc1 (stereo not given)
 : 6% | 0% | 4% | 8% | 10% | 28µM* | -2% | -11%

Screens (PubChem BioAssay)
